# UDG counterscr – UDG inhibition counter-screen; 0.14% of 91,000 active; Potency, µM (top dose mostly 115 µM), for the others: at the highest dose activity change, negative = inhibition, actives largely listed as inhibitors; FRET deamination/UDG coupled assay, UDG read, 4 h; AID 1347430; also: nearly all actives have a fitted effect of over 65% in size
# AID inh – inhibitors of human activation induced cytidine deaminase. AID deamination FRET fluorescence, UDG-coupled, 4 h. 0.32% of 91,000 active. Potency, µM (doses to about 115 µM), for inactives: at the highest dose activity change, negative = inhibition, actives largely listed as inhibitors; also: nearly all actives have a fitted effect of over 25% in size
# Target sequence (Q9GZX7 whole entry, looked up): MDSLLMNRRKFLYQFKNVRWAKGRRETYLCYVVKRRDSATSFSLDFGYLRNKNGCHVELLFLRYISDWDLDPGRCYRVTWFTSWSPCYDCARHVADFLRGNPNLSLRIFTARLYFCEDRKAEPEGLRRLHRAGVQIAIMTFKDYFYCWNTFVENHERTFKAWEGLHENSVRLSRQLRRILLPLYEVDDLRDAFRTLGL
# The depositor's hits bear a star; ? = inconclusive; [ ] = remark or other dose. Calls follow the shape of the dose curve; as a rule, active = well fitted curve in the direction sought with a large enough effect; inconclusive = small, poorly fitted or top-dose-only effect, or another doubt; inactive = no such curve, though single readings can be large; an effect the other way counts as inactive or inconclusive. % is scaled to controls: 0 for no effect and ±100 for the full control effect; potency is read from the fitted curve at half-maximal effect. These rows are one share of the data (hit frequency here may not be typical).
SMILES,UDG counterscr,AID inh
Cc1cc(C)cc(CC(CC(=O)O)C(=O)O)c1 (stereo not drawn),-14%,-1%
CN(CCC#N)C(=O)CSc1ncc(-c2ccccc2)o1,6%,-10%
Cc1ccc(C)n1-c1c(C(=O)NCC(C)c2ccccc2)sc2ncccc12 (stereo not drawn),?,?
COc1ccccc1C(=O)Nc1ccc(OCc2cc(=O)n3ccc(C)cc3n2)cc1,0%,5%
COC(=O)CNC(=O)c1ccc(C(=O)c2ccccc2)cc1,-2%,2%
COc1ccc(NC(=O)C2CCN(C(=O)c3sc4nc[nH]c(=O)c4c3C)CC2)c(OC)c1,-1%,17%
CCC[N+](CCC)(CC[O-])Cc1ccccc1,9%,7%
CC(=O)c1ccc(NC(=O)Cn2c(=O)nc(-c3ccccc3)c3cc(Cl)ccc32)cc1,-2%,13%
O=C(CCC(=O)N1CCC(c2noc3ccc(F)cc23)CC1)N1CCSCC1,6%,5%
CCOC(=O)c1scc(-c2ccccc2)c1S(=O)(=O)Nc1ccccc1OC,10%,5%
O=C(NC1CCCCC1)c1ccc(Cn2c(SCc3cccc(F)c3)nc3cccnc32)cc1,-6%[57.5 µM],-10%
CCOc1ccc(CNC(=O)Cn2nc(C)c3sc4ccccc4c3c2=O)cc1,-25%,-3%
COC(=O)c1ccc(CCNC(=O)c2cccc(OC)c2)cc1,4%,6%
CC(C)[C@H](NC(=O)CCn1ccc2ccc(F)cc21)C(=O)O,13%,6%
O=C(N/N=C/C1CC=CCC1)C1CC1c1ccccc1 (stereo not drawn),-12%,3%
COc1ccc(-c2nc3ccccc3o2)cc1NC(=O)c1ccc(-c2ccc(Br)cc2)o1,27%,11%
O=C(NCc1ccccc1)N1CCc2sccc2C1,-3%,-2%
CCN(CC1CCCO1)C(=O)/C=C/c1ccc(C#N)cc1 (stereo not drawn),5%,1%
Cc1cc(NC(=O)Cn2ccn3nc(-c4ccc(Cl)cc4)cc3c2=O)ccc1Br,-3%,6%
CCN(CC)S(=O)(=O)c1ccc(C)c(NC(=O)Cc2ccccc2F)c1,-1%,1%
COC(=O)c1c(Oc2ccc(OC)cc2)nnc(-c2ccccc2)c1-c1ccccc1,-6%,-10%
C=CCN1CCc2cc(O)c(O)cc2C(c2ccccc2)C1 (stereo not drawn),-1%,4%
Cc1ccccc1OCCCCn1c(CCNC(=O)C(C)(C)C)nc2ccccc21,-28%,?
COc1cccc(C2CC(=O)Nc3cc4c(cc32)OCCO4)c1OC (stereo not drawn),-6%,-13%

# Shown as tab-separated lines: part of the list above
mol	UDG counterscr	AID inh
Cc1ccccc1OCCCCn1c(CCNC(=O)C(C)(C)C)nc2ccccc21	-28%	?
COc1cccc(C2CC(=O)Nc3cc4c(cc32)OCCO4)c1OC (stereo not drawn)	-6%	-13%
CC(C)[C@H](NC(=O)CCn1ccc2ccc(F)cc21)C(=O)O	13%	6%
Cc1cc(NC(=O)Cn2ccn3nc(-c4ccc(Cl)cc4)cc3c2=O)ccc1Br	-3%	6%
CCN(CC)S(=O)(=O)c1ccc(C)c(NC(=O)Cc2ccccc2F)c1	-1%	1%
O=C(NCc1ccccc1)N1CCc2sccc2C1	-3%	-2%
COC(=O)c1c(Oc2ccc(OC)cc2)nnc(-c2ccccc2)c1-c1ccccc1	-6%	-10%

# Next section
SMILES,UDG counterscr,AID inh
Cc1cc(-n2c(C)cc(-c3csc(NC4CC4)n3)c2C)no1,5%,19%
COC(=O)c1ccccc1-c1ccc(/C=C(/C#N)c2nc3ccc(C)cc3[nH]2)o1,-3%,11%
Fc1ccc(Sc2cc(-c3ccccc3)c3ccccc3n2)cc1,-8%,-6%
Cc1ccc2nc(-c3ccc(NC(=O)COc4ccc(Br)cc4Br)cc3)sc2c1,5%[57.5 µM],27%
CCCCOc1ccc(CNC(=O)CN2CCSc3ccccc32)cc1,-13%,?
CCn1c(SCC(=O)NC(C)c2ccc3c(c2)CCCC3)nnc1C1CC1 (stereo not drawn),-3%,-2%
COc1ccc(NC(=O)c2cnn3c2NC(C(=O)O)=CC3c2ccc(F)cc2)cc1 (stereo not drawn),8%,-6%
CC(C)(C)C(=O)Nc1cccc(C(=O)OCc2cc(=O)n3nc(C4CC4)sc3n2)c1,-6%,9%
CCOC(=O)c1ccc(NC(=O)c2nc(S(=O)(=O)Cc3ccccc3)ncc2Cl)cc1,-8%,4%
Cc1cc(NC(=O)CN2CCN(C(=O)c3c(F)cccc3F)CC2)no1,5%,8%
CCCCN1C(=O)CN(C2CCCCC2)C(=O)C1c1ccc(OC(C)C)c(OC)c1 (stereo not drawn),0%[57.5 µM],14%
CCCCCCn1nc(C(=O)NCc2ccc(C(=O)OC)cc2)c2ccccc2c1=O,1%,-9%
CN(Cc1ccco1)S(=O)(=O)c1nnc(NC(=O)c2cccc(Cl)c2)s1,-11%[57.5 µM],?
O=C(c1ccco1)N(Cc1cccnc1)c1nc2c(F)cc(F)cc2s1,10%,-9%
O=C(/C=C/c1ccc(O)cc1)c1ccsc1,-3%,-13%
Cc1cc(C)cc(Oc2cnn(-c3ccc(C(F)(F)F)cn3)c(=O)c2Cl)c1,0%,-6%
COc1ccc(Cl)cc1NS(=O)(=O)c1cc(Br)cc2c1N(C(=O)C1CC1)CC2,-8%,16%
Cc1cc(SCC(=O)NCC(C)C)nc2ccccc12,-9%,-2%
Cc1ccc(NC(=O)c2c(C)nn(-c3ccccc3)c2-n2cccc2)c(Cl)c1,-3%,10%
CCN(CC)CCNC(=O)c1ccc(CN)cc1,1%,20%
COc1ccc(CCNCc2c(C(=O)O)c(C)n(Cc3c(F)cccc3Cl)c2C)cc1OC,0%,23%
CC(NC(=O)CN1CSCC1=O)c1ccc(F)cc1 (stereo not drawn),-4%,-5%
Cc1ccc(Cl)cc1N1CCN(C(=O)Cn2ncc3c([nH]c4ccccc43)c2=O)CC1,1%[57.5 µM],1%
O=C(/C(Cl)=C\Nc1ccc(SC(F)F)cc1)C(F)(F)F,1%,3%

# Arranged by SMILES length (smallest number first): part of the list above.
SMILES,UDG counterscr,AID inh
CC(NC(=O)CN1CSCC1=O)c1ccc(F)cc1 (stereo not drawn),-4%,-5%
CCN(CC)S(=O)(=O)c1ccc(C)c(NC(=O)Cc2ccccc2F)c1,-1%,1%
CCCCN1C(=O)CN(C2CCCCC2)C(=O)C1c1ccc(OC(C)C)c(OC)c1 (stereo not drawn),0%[57.5 µM],14%

# Additional results follow:
SMILES,UDG counterscr,AID inh
O=C(O)c1ccc2nc(-c3cc4cc(F)ccc4oc3=O)[nH]c2c1,6%,6%
CC(=O)NC(Nc1cccc(C(F)(F)F)c1)C(Cl)(Cl)Cl (stereo not drawn),0%,-8%
CCCNC(=O)c1cnc2sc(N3CCCCC3)nn2c1=O,16%,19%
c1ccc(-c2nc(C34CC5CC(CC(C5)C3)C4)cs2)nc1,9%,-8%
CC(C#N)Sc1nc(-c2cccs2)cc(C(F)(F)F)c1C#N (stereo not drawn),2%,3%
CCCCOC(=O)Nc1ccccc1N=C1CCC/C1=C\c1ccccc1,-12%,22%
CC(C)Cn1nc(C(=O)OCC(N)=O)c2ccccc2c1=O,8%,2%
COc1ccc(CC(=O)Nc2sc3c(c2C(=O)Nc2cccc(Cl)c2)CCCCC3)cc1,-27%,?
COc1ccc(N(C(=O)Cn2nnc3ccccc32)C(C(=O)NCc2ccccc2)c2ccc(F)cc2)cc1 (stereo not drawn),-11%,-6%
O=S(=O)(NCc1nc2cccnc2n1Cc1ccccc1Cl)c1ccc(F)c(Cl)c1,-2%,11%
O=C(NCCNC(=O)C1CC1)c1cc2ccccc2[nH]1,-9%,-5%
Cc1nc2nncn2c(NCc2ccc(F)cc2)c1C,8%,20%
CCNC(=O)c1cc(-c2ccccc2)nc2ccccc12,-5%,0%
O=C(Nc1ccc(Br)cc1F)C(NS(=O)(=O)c1cccc2nsnc12)c1ccccc1 (stereo not drawn),8%,-11%
O=C(CN1CCCc2cc(F)ccc21)Nc1cccc2nsnc12,-6%,-9%
COc1ccc(/C=C(\C#N)c2nc3ccccc3c(=O)[nH]2)cc1OC,2%,-20%
COc1cc(C(=O)Nc2cc(Cl)ccc2OCC2CCCO2)cc(OC)c1OC (stereo not drawn),-23%,-2%
CCCCc1ccc(Nc2cc(C)nc(-n3nc(C)cc3C)n2)cc1,-12%,?
CC(=O)NCc1ccc(-c2csc(-c3ccc(C(C)C)cc3)n2)o1,6%,-3%
N#Cc1nc(C2CC2)oc1N1CCN(C(=O)c2ccc(=O)[nH]c2)CC1,11%,0%
CCOCCc1nnc(NC(=O)C(=O)c2cc(C)n(-c3cccc(Cl)c3)c2C)s1,-3%,-23%
CCOC(=O)C1CCN(C(=O)c2ccc3c(c2)sc2nc(-c4ccccc4)cn23)CC1,0%[57.5 µM],?
CN1C2CC(OC(=O)[C@H](CO)c3ccccc3)CC1C1OC12 (stereo partly drawn),10%,6%
CCCC1CCC(c2ccc(-c3ccc(CC)cn3)cc2)CC1C (stereo not drawn),0%,0%

# An excerpt of these results, bar-delimited.
SMILES | UDG counterscr | AID inh
CCOC(=O)C1CCN(C(=O)c2ccc3c(c2)sc2nc(-c4ccccc4)cn23)CC1 | 0%[57.5 µM] | ?
CN1C2CC(OC(=O)[C@H](CO)c3ccccc3)CC1C1OC12 (stereo partly drawn) | 10% | 6%
CCCC1CCC(c2ccc(-c3ccc(CC)cn3)cc2)CC1C (stereo not drawn) | 0% | 0%

# Remaining list, next part
SMILES,UDG counterscr,AID inh
COc1ccccc1CNC(=O)c1ccc(CSc2nc3ccncc3n2Cc2ccccc2C)cc1,3%,-2%
Cc1cc(O)c(C(=O)c2cnc3c(c2)COc2ccccc2-3)cc1Cl,-10%,-3%
Cn1c(Cl)nc2c1c(=O)n(Cc1ccccc1Cl)c(=O)n2C,10%,-3%
N#Cc1c(SCC(N)=O)nc2c(c1-c1cccs1)CCCC2,-1%,-5%
Nc1cc(=O)[nH]n1C1CCCCCC1,-4%,3%
COc1cc(OC)c(NC(=O)c2cn(C3CCCC3)c(=O)c3c2c2ccccc2n3C)cc1Cl,-15%,-1%
Cc1ccc(Nc2ccc3ccccc3c2)cc1,-25%,8%
CCCSc1nnc2c(n1)OC(c1ccc(OCC(=O)O)cc1)Nc1ccccc1-2 (stereo not drawn),-16%,9%
COc1ccc(-c2nc(NC(C)c3ccccc3)c3ccccc3n2)cc1 (stereo not drawn),-18%,-13%
CC(C)N(C)C(=O)c1ccc(Cl)c(NC(=O)C2(C)CC2(Cl)Cl)c1 (stereo not drawn),2%,-5%
O=C(Nc1c(F)c(F)c(F)c(F)c1F)c1ccc(-c2ccccc2)cc1,4%,1%
CS(=O)(=O)N(CC(=O)Nc1cc(Cl)cc(Cl)c1)Cc1ccccc1,-11%,-17%
NC(=O)CSc1ncc2c(n1)-c1ccccc1N(Cc1ccccc1)S2(=O)=O,0%,13%
CCN(Cc1ccncc1)C(=O)C(C)C,-2%,-1%
N#CC1=C(SCC(=O)Nc2ccccc2C(F)(F)F)NC(=O)CC1c1ccc(F)cc1 (stereo not drawn),-12%,-2%
CCC(C)NC(=O)c1cc2cc(S(=O)(=O)N3CCCCC3)ccc2n1C (stereo not drawn),-16%,2%
CC(C)c1ccc(NC(=O)CSc2ncnc3c2sc2ccccc23)cc1,15%,0%
Cc1cc(C)c(NC(=O)CCn2c(=O)c3cccn3c3cccnc32)c(C)c1,9%,-5%
CCCn1c(SCc2ccccc2Cl)nc2c1c(=O)[nH]c(=O)n2C,3%,?
COc1ccccc1N1CCN(C(=O)c2cn(CC(C)C)c(=O)c3c2c2ccccc2n3C)CC1,-5%,7%
CCC/C(=N\NC(=O)C(C)C)c1ccccc1,9%,-3%
CCOC(=O)c1c(-c2ccc(Br)cc2)csc1NC(=O)c1ccc(F)cc1,0%,-3%
Cc1cc2oc(=O)cc(CN3CCN(CCO)CC3)c2cc1C,13%,9%
COc1ccccc1CNC(=O)CCCCn1c(=O)c2ccccc2n(Cc2ccccc2F)c1=O,-5%,4%
Cc1ccc(C(=O)C2CC2)cc1,9%,4%
COc1cccc(/C=C/C(=O)c2ccc(C)cc2C)c1OC,-3%,-25%
COc1cc(-c2nc(C(N)=O)c3c(n2)n(-c2cccc(C)c2)c(=O)n3C)cc(OC)c1OC,1%,-4%
CCN1C(=O)c2ccccc2S(=O)c2ccc(C(=O)NCc3ccc(OC)cc3)cc21 (stereo not drawn),-14%,?
Cc1oc(-c2nc(C#N)c(NCCN(C)C)o2)cc1S(=O)(=O)N(C)c1ccccc1,2%,-6%
Cc1cccc(Cn2c(CNS(=O)(=O)c3ccc4c(c3)CCCC4)nc3cccnc32)c1,8%,1%
COc1ccc(Nc2nc(-c3ccc(C)cc3)nc3ccccc23)c(OC)c1,18%,-17%
CCN(CC)CCNC(=O)C1CCN(S(=O)(=O)c2c(C)noc2/C=C/c2ccccc2F)CC1,2%,0%
CCOc1ccccc1NC(=O)c1cc2c(Cl)nc3ccccc3c2s1,0%,4%
COc1ccccc1CNC(=O)c1ccc(CS(=O)(=O)c2c(Cl)cccc2Cl)o1,?,-8%
COc1ccc(N2CCN(C(=O)c3cc4ccc5cccnc5c4[nH]3)CC2)cc1,7%,11%
COC(=O)c1ccc(COc2ccccc2/C=N/O)cc1,-6%,-6%
CC(C)NC(=S)NNC(=O)C1(c2ccccc2)CCC1,-7%,-2%
CCn1cc(Br)c(C(=O)Nc2cc(C(F)(F)F)ccc2Cl)n1,-11%,-10%
Nc1ncnc2n[nH]c(Nc3ccc(F)cc3)c12,3%,0%
Cc1cccc(NC(=O)CSc2nc(=O)n(Cc3ccccn3)c3c2CCC3)c1C,-17%,-2%
CCC(=O)N1c2ccccc2CC1C(=O)NCCN1CCN(c2cc(Cl)ccc2C)CC1 (stereo not drawn),5%,-16%
O=C(Nc1ccc(Br)cc1F)c1ncoc1-c1ccco1,-20%,5%
Cc1csc(NC(=O)C2CC(=O)N(Cc3ccco3)C2)n1 (stereo not drawn),-3%,6%
CCCCCCCCCCS(=O)CCO (stereo not drawn),-12%,-11%

# Bioassay records (PubChem BioAssay)
